# TIM10 inh = growth inhibitors of TIM10 yeast strain. S. cerevisiae TIM10 strain growth, BacTiter-Glo luminescence, 24 h. inhibition, % at 10 µM. 330,000 compounds, 1.4% hits;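 active = inhibition of 40% or more at the single tested concentration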;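 also: wild-type TIM10 isogenic control strain grown at permissive 25 °C; 0% = DMSO yeast wells and 100% = minimal medium wells without yeast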
# Apaf-1 inh = blocks human Apaf-1 apoptosome activity; inhibition, % at 20 µM; 330,000 compounds, 0.71% hits; reconstituted apoptosome caspase-3 activity, DEVD-Rh110 fluorescence; active = inhibition of at least 40% at 20 µM;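 also: plate controls were DMSO wells for no effect and DEVD-CHO caspase inhibitor wells for full effect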
#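 Assay system: Apoptosome proteins | Medium: pH 7.5 Hepes buffer with CHAPS, BSA, DTT | Also added: Cytochrome c and DEVD-Rh110 substrate | Times: 30 min plus 50 min, RT | Detection: Rhodamine 110 fluorescence at Ex 480/Em 540 nm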
# ATG4B inh = ATG4B (human) cysteine protease inhibition. ATG4B cleavage of LC3-PLA2, NBD-HPC fluorescence, 1 h. inhibition, % at 8.33 µM. 340,000 compounds, 0.51% hits. AID 504462; in the data active = inhibition above about 40%
# Target sequence (Q9Y4P1 whole entry, looked up): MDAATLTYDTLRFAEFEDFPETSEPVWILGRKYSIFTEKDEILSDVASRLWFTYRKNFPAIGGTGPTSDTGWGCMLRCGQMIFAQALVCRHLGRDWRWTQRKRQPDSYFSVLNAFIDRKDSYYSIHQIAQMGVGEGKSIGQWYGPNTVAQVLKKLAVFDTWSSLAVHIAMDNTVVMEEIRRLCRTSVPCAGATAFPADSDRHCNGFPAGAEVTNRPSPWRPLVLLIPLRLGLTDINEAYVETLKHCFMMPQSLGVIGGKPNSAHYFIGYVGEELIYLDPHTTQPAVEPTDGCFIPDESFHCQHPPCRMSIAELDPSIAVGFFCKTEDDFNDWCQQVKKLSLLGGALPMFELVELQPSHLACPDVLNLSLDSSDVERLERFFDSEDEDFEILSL
# tim10-1 inh = tim10-1 yeast growth inhibition | 330,000 compounds, 2.2% hits | S. cerevisiae tim10-1 ts strain growth, BacTiter-Glo, 24 h | inhibition, % at 20 µM;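 active = inhibition of at least 40%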;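 also: mutant grown at 25 °C; 0% = DMSO wells with yeast and 100% = wells holding no yeast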
# hIAP activ = human IAP activation; P09923; purified human IAP, CDP-Star luminescence, 30 min; stronger effect = higher value; 1 = vehicle-only enzyme, 0 = enzyme-free background; 330,000 compounds, 0.16% hits; activation factor at 10 µM;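 active = activation factor of the enzyme at least 2-fold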; also: the source names both 10 and 20 µM as test concentration; values of inactives mirror those of a sister screen read the other way
# Target sequence (P09923 whole entry, looked up): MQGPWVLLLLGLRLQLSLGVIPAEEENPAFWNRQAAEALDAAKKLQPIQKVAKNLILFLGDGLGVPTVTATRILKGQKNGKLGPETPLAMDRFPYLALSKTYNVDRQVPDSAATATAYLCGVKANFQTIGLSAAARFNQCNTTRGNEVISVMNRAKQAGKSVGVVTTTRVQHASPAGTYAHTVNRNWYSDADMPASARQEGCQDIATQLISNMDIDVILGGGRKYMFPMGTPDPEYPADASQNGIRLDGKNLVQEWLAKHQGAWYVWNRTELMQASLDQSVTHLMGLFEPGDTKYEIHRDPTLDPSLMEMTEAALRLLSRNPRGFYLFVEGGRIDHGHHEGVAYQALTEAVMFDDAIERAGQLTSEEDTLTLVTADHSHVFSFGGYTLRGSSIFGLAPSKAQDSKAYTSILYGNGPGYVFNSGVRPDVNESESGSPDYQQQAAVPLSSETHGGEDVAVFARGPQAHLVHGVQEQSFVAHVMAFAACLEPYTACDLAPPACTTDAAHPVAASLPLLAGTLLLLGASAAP
# hIAP block = blocks human intestinal alkaline phosphatase; inhibition, % at 10 µM; P09923; purified IAP, CDP-Star luminescence, 30 min; AID 2544; 330,000 compounds, 0.12% hits;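 active = inhibition reaching a set limit with compound at 10 µM in the primary screen, cut at about 35% in these data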;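 also: plate controls were DMSO wells with enzyme for no effect and no-enzyme buffer wells for full effect; values of inactives mirror those of a sister screen read the other way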
# NALP3 yeast inh = NALP3 inhibition in yeast; inhibition, % at 10 µM; Yeast reconstituted NLRP3/ASC/caspase-1, beta-gal luminescence, 24 h; 330,000 compounds, 0.39% hits;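 active = inhibition of 50% or more; inactive = inhibition below 50%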;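 also: plate controls were induced DMSO wells for no effect and uninduced yeast grown without galactose for full effect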
# mIAP block = mouse IAP inhibition. purified mouse IAP, CDP-Star luminescence, 30 min. AID 2806. 330,000 compounds, 0.2% hits. inhibition, % at 10 µM;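 active = inhibition of at least 40% at 10 µM in the primary screen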;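 also: plate controls were DMSO with enzyme for no effect and no enzyme wells for full effect; values of inactives mirror those of a sister screen read the other way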
# mIAP act = mouse IAP activation. muIAP, CDP-Star luminescence, 30 min; stronger effect = higher value; 1 = vehicle-only enzyme signal, 0 = enzyme-free wells. activation factor at 10 µM. 330,000 compounds, 0.24% hits;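 active = activation factor of at least 2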; also: the source names both 10 and 20 µM as test concentration; values of inactives mirror those of a sister screen read the other way
#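 Assay system: mouse IAP enzyme / Compound: DMSO-dissolved test compounds / Timing: 30 min, room temperature / Measured by: luminescence from enzymatic CDP-Star hydrolysis / Control set: DMSO-only wells, enzyme-free buffer wells as negative control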
# * marks the source's active call; other numbers are inactive results; . = not tested or not shown.
SMILES,TIM10 inh,Apaf-1 inh,ATG4B inh,tim10-1 inh,hIAP activ,hIAP block,NALP3 yeast inh,mIAP block,mIAP act
COc1ccc(CC2(C)OC(c3ccccc3)=NN2C(C)=O)cc1 (centres undefined),-15,10,5,-10,0.83,16,18,10,0.9
CC1CCN(S(=O)(=O)c2nnc(NC(=O)COc3ccccc3)s2)CC1,4,5,0,6,0.93,7,6,0,1
CCOC(=O)c1c(NC(=O)CSc2nnc(C)c(=O)[nH]2)sc(C)c1C,-1,6,.,-12,0.96,4,20,-6,1.1
CCOC(=O)c1ccc(NC(=O)c2ccco2)cc1,11,-8,3,-21,1.2,-21,41,0,1
CCN(CC)C(=O)CSc1nc2c(sc(=S)n2Cc2ccco2)c(=O)n1-c1ccccc1,11,24,-11,25,0.92,8,2,4,0.96
C=C(C)c1cccc(C(C)(C)NC(=O)NC2CC(C)(C)NC(C)(C)C2)c1,-11,3,0,3,0.89,11,2,-2,1
Cc1ccc(-c2nc(N3CCN(C)CC3)c3ccccc3n2)cc1,18,12,0,28,1,-3,23,-4,1
O=C(OCCCc1cc2ccccc2c(=O)o1)c1ccc(F)cc1,-22,15,-4,-8,0.99,0,31,5,0.95
O=C(Nc1ccc(C(=O)N2CCOCC2)cc1)c1cccc(Br)c1,4,-21,7,-13,1.3,-26,17,2,0.98
Cc1ccc(CNC(=O)C(=O)NCCC2CCCCN2S(=O)(=O)c2cccs2)cc1 (centres undefined),5,16,-6,11,0.94,6,9,14,0.86
O=[N+]([O-])c1ccc(/C=N/Nc2cc(Cl)nc(-c3ccccc3)n2)cc1,-2,1,-4,10,0.9,10,11,16,0.84
CCC(C(=O)OCCN(CC)CC)c1ccccc1 (centres undefined),-2,-3,5,-41,0.98,2,-21,-8,1.1
COC(=O)c1c(NC(=O)c2c(OC)cccc2OC)sc2c1C(C(=O)OC)CC2 (centres undefined),25,11,-8,18,1,-4,8,-4,1
Cc1cccc(NC(=O)CNC(=O)c2cccc(S(=O)(=O)NCc3cccs3)c2)c1C,1,-2,-2,8,1.1,-7,15,-2,1
C=CCSc1nc(=O)n2ccc(C)cc2n1,7,-5,-10,-17,0.96,4,8,6,0.94
CCCCOC(=O)Nc1nnc(SCCOc2ccc(C)cc2)s1,7,-15,-3,11,1.1,-13,1,8,0.92
CCOC(=O)c1c(S(=O)(=O)Nc2ccc(C)c(F)c2)c(C)n(C)c1C,-4,0,-2,3,0.73,27,14,5,0.95
O=C(O)c1ccc(Nc2nc3ccccc3nc2NS(=O)(=O)c2cccs2)cc1,12,13,2,-1,1,-5,0,2,0.98
Cc1nc(C(=O)NCc2ccccc2)sc1C1(C)CC(c2cccc([N+](=O)[O-])c2)=NO1 (centres undefined),-18,4,-3,-2,1,-3,16,8,0.92
CCOc1ccc(NC(=O)COC(=O)c2cc(=O)c3ccccc3o2)cc1,-7,1,-38,-3,1.1,-9,16,-9,1.1
COc1ccc(C(=O)NC(=S)NC2CCSC2=O)cc1 (centres undefined),12,-4,-5,3,1,-2,-9,30,0.7
CC(=O)N(CC1CCCO1)C1(C(=O)NC2CCCC2)CCCCC1 (centres undefined),6,-4,8,10,1,-3,3,-1,1
CC(=O)Nc1ccc(NC(=O)COc2ccc(-c3ccccc3)cc2)cc1,-11,1,-1,1,0.91,9,19,9,0.91
Cc1cc(C(=O)COC(=O)c2ccc(N)cc2)c(C)n1-c1c(C)n(C)n(-c2ccccc2)c1=O,-24,10,-12,16,1.1,-6,13,0,1
C=CCN1CCN(C(CC(C)C)c2nnnn2CCOC)CC1 (centres undefined),2,7,-2,20,1,-2,14,2,0.98
# Later entries:
SMILES,TIM10 inh,Apaf-1 inh,ATG4B inh,tim10-1 inh,hIAP activ,hIAP block,NALP3 yeast inh,mIAP block,mIAP act
C/C(NCc1cccnc1)=C(\C#N)C(=O)NCc1ccccc1,-1,-8,2,10,1.2,-18,10,7,0.93
CC(C)(C)c1ccc(OCC(=O)N(Cc2cccs2)C2CCS(=O)(=O)C2)cc1 (centres undefined),12,25,-25,24,1,-4,8,-11,1.1
O=C(N/N=C/c1ccccc1Cl)c1nc2ccc([N+](=O)[O-])cc2c(=O)[nH]1,9,6,41*,14,1,-4,22,15,0.85
O=C(CCc1nnc(CCCCc2ccccc2)o1)NCc1cccc(F)c1,-1,-8,-3,22,1,-2,13,8,0.92
CCCCNC(=O)CN1CCC2(O)CCCCC2C1c1ccccc1OC (centres undefined),13,-10,-12,13,1,-3,-7,-2,1
CNS(=O)(=O)c1cccc(C(=O)NCC(c2ccco2)N(C)C)c1 (centres undefined),9,2,-7,-10,0.86,14,-2,6,0.94
COc1ccc(C2/C(=C(/O)c3ccc(F)cc3)C(=O)C(=O)N2c2ccccn2)cc1OC (centres undefined),3,4,-3,5,1.1,-6,18,-7,1.1
Nc1nonc1-n1nnc(C(=O)N/N=C/c2cccc(Cl)c2)c1-c1ccc2c(c1)OCO2,-13,-2,-4,5,1.1,-14,8,6,0.94
O=S(=O)(Nc1nc(-c2ccccc2)cs1)c1cccc(C(F)(F)F)c1,-3,7,-3,21,0.97,3,7,4,0.96
O=C(COc1ccc([N+](=O)[O-])cc1)NCC(c1cccs1)N1CCOCC1 (centres undefined),12,-5,-3,14,0.98,2,10,5,0.95
CCOC(=O)C(NC(=O)NCc1ccc(F)cc1)(OCC)C(F)(F)F (centres undefined),-2,5,-3,8,1.2,-17,-7,17,0.83
CC(=O)N(CCc1cccc(C)c1)Cc1cc2ccc(C)cc2[nH]c1=O,9,7,-2,8,1,-4,8,-3,1
COCCNC(=O)CC(NS(=O)(=O)c1ccc(C)cc1)c1ccco1 (centres undefined),-3,1,-5,-13,1.1,-6,20,-3,1
NNC(=O)Cn1c(COc2ccc(Cl)cc2)nc2ccccc21,-1,3,-6,-17,0.95,5,23,-1,1
Cc1nc2ccccn2c1C(=O)N/N=C/c1ccc2c(c1)OCO2,18,10,4,30,1,-2,-12,-8,1.1
OC1(c2ccc3c(c2)OCO3)CCN(Cc2ccc(F)cc2)CC1,-46,-12,-2,-57,0.86,14,-9,-3,1
Cc1cc(C)cc(C(=O)Nn2cnnc2)c1,-11,0,-10,-1,0.85,15,10,2,0.98
CN(CC(=O)Nc1ccc(Cl)c(Cl)c1)C(=O)c1cccc2cccnc12,-1,12,-59,5,1.1,-7,12,2,0.98
O=C(c1ccc(CSc2nc3ccncc3[nH]2)cc1)N1CCN(c2cccc(Cl)c2)CC1,-15,27,-18,-8,1.4,-43,9,5,0.95
COc1ccc(CCNC(=O)c2ccc(CS(=O)(=O)Cc3cccc(C)c3)o2)cc1OC,-6,-6,-2,3,1.3,-30,17,-2,1
CC(=O)c1cccc(NC(=O)C2CC(=O)N(C3CCCC3)C2)c1 (centres undefined),-5,-6,-1,-10,0.96,4,3,-7,1.1
Cn1c(CC(=O)NNC(=O)c2ccccc2F)nc2ccccc21,2,-1,-8,19,1.7,-70,1,3,0.97
COc1ccc(-c2cc(C(=O)NCc3ccccc3)no2)cc1OC,-5,-7,10,2,1,-4,19,-1,1
N/C(CN1CCCC1=O)=N\OC(=O)c1ccc(Cl)c(Cl)c1,-7,-2,-8,7,1,-1,-11,-1,1
CNC(=S)NNC(=O)c1oc2nc(-c3ccccc3)cc(-c3ccco3)c2c1N,3,25,6,18,1,0,17,18,0.82

# Overlap with the part before: 6 entries, followed by the next part.
SMILES,TIM10 inh,Apaf-1 inh,ATG4B inh,tim10-1 inh,hIAP activ,hIAP block,NALP3 yeast inh,mIAP block,mIAP act
COc1ccc(CCNC(=O)c2ccc(CS(=O)(=O)Cc3cccc(C)c3)o2)cc1OC,-6,-6,-2,3,1.3,-30,17,-2,1
CC(=O)c1cccc(NC(=O)C2CC(=O)N(C3CCCC3)C2)c1 (centres undefined),-5,-6,-1,-10,0.96,4,3,-7,1.1
Cn1c(CC(=O)NNC(=O)c2ccccc2F)nc2ccccc21,2,-1,-8,19,1.7,-70,1,3,0.97
COc1ccc(-c2cc(C(=O)NCc3ccccc3)no2)cc1OC,-5,-7,10,2,1,-4,19,-1,1
N/C(CN1CCCC1=O)=N\OC(=O)c1ccc(Cl)c(Cl)c1,-7,-2,-8,7,1,-1,-11,-1,1
CNC(=S)NNC(=O)c1oc2nc(-c3ccccc3)cc(-c3ccco3)c2c1N,3,25,6,18,1,0,17,18,0.82
COc1ccc(NC(=O)CN(C)CC(=O)Nc2sc3c(c2C(N)=O)CCC3)cc1,9,12,-2,14,1.3,-34,17,17,0.83
Cc1ccc(CNC(=O)CCNS(=O)(=O)c2cccc3nsnc23)cc1,10,8,-2,-15,0.9,10,15,0,1
CCn1ncc([N+](=O)[O-])c1C(=O)Nc1ccc(C)c(C)c1,-2,-2,2,6,1.1,-10,17,-6,1.1
Cn1nnnc1SCC(=O)Nc1ccccc1-c1ccccc1,6,5,1,6,0.62,38*,-5,8,0.93
O=C(O)C1C2CCCCC2=C2CCCCC2C1C(=O)c1ccccc1 (centres undefined),17,-4,1,12,0.99,1,5,-4,1
O=c1nc2sc3ccccc3n2c(=O)n1-c1ccc(Cl)cc1,-7,-15,1,7,1.1,-8,15,-4,1
CNC(=S)N(Cc1ccco1)Cc1cc2cc(OC)ccc2[nH]c1=O,-3,5,-3,2,1.1,-11,10,5,0.95
BrC(=C\c1ccccc1)/C=N/N1CCN(Cc2ccccc2)CC1,-11,12,1,25,0.99,1,19,8,0.92
Cc1ccc(NC(=O)CCSc2nnnn2-c2ccc3c(c2)OCO3)cc1C,15,0,-11,22,0.99,1,32,-18,1.2
O=C(COc1ccc(Br)cc1Cl)c1ccc[nH]1,-6,14,-2,24,1.1,-10,2,3,0.97
O=C(NCCOc1ccc(Cl)cc1)c1cccc(S(=O)(=O)N2CCCC2)c1,-6,11,3,20,1,-3,26,1,0.99
CC(C)CNC(=O)COC(=O)c1ccc([N+](=O)[O-])cc1Cl,-2,-3,-7,-1,1,-5,22,5,0.95
CC1(C)Cc2c(sc3nc(C4CC4)n(N)c(=O)c23)CO1,5,-14,7,1,0.88,12,10,5,0.95
O=C(CSc1nnc(NC2CCCCC2)s1)NCc1ccco1,-7,4,-3,2,1.1,-15,5,-5,1
CC(=O)c1c(C)[nH]c(C(=O)NCc2ccccc2Cl)c1C,-12,6,0,16,1,-3,-2,-13,1.1
COC(=O)c1ccc(NC(=O)C2CCN(S(C)(=O)=O)CC2)cc1,-12,-1,0,12,0.99,1,0,3,0.97
Cc1ccccc1NC(=S)/C(=C(\[O-])c1ccc(C)c([N+](=O)[O-])c1)[n+]1ccccc1,-8,11,1,24,1.3,-26,11,11,0.89
CN1CCc2cc(Cl)c(O)cc2[C@@H](c2ccccc2)C1,19,-8,3,11,1.1,-5,-35,-8,1.1
O=C(c1cc([N+](=O)[O-])ccc1N1CCOCC1)N1CCOCC1,-4,-8,-1,0,1.2,-20,3,0,1
O=C(CNC(=O)C1COc2ccccc2O1)N/N=C/c1ccc(O)cc1O (centres undefined),15,-15,-10,10,1.2,-18,-8,19,0.81
CC(C)CCNC(=O)c1cc(-c2cccs2)nc2ccccc12,9,29,1,36,0.91,9,25,-2,1
Cc1c(Cl)cccc1NC(=O)CSc1nnc(CCNC(=O)OC(C)(C)C)o1,6,4,-6,8,1,-3,20,-7,1.1
CCCC(=O)OCCNC(=O)c1cc2ccccc2oc1=O,5,-13,2,9,0.9,10,14,-1,1

# Screens from PubChem.

# Rows are unselected. About 4.5% of those tested had a hit in this group.
